High-throughput results from PubChem.
DNA Pol III inh: inhibitors of bacterial DNA polymerase III holoenzyme; AID 603; reconstituted DNA polymerase III holoenzyme replication, biochemical; actives 0.25% (n = 71,000); Potency, µM (doses to about 57.1 µM), for the others: at the top dose activity change, negative = inhibition; further: potency means the concentration at half of the fitted maximal effect; on the % scale 0 is the no-effect control and ±100 the full control effect
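Reconstituted *E. coli* holoenzyme (0.35 nM Pol III, 1 nM beta, 154 nM SSB, 2 nM primase) was preincubated with compound for 15 min at RT. Synthesis on 1.4 nM ssM13Gori ran 35 min, then was stopped with PicoGreen/EDTA and read as dsDNA fluorescence.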
Hsp90 Hop PPI: changes Hsp90-Hop TPR2A binding signal, up or down; AlphaScreen TPR2A-His6 binding biotin-Hsp90 C-terminal peptide; Potency, µM (titrated, usually from 57 µM), inactives show top-dose activity change, negative = inhibition; actives 0.44% (n = 71,000); AID 595; active means well fitted curve in either direction with a large enough effect; inconclusive means small, poorly fitted or top-dose-only effect, or another doubt; further: potency means the concentration at half of the fitted maximal effect; on the % scale 0 is the no-effect control and ±100 the full control effect; many of its hits are not listed in these tables
UbGFP stabilizer: ubiquitin-GFP accumulation via proteasome inhibition. Potency, µM (highest dose often 45.9 µM), for the others: at the top dose activation (GFP accumulation), actives largely listed as activators. AID 526. Ubiquitin-GFP reporter cells, proteasome inhibition, GFP fluorescence; response scale: untreated = 0%, 10 µM MG-132 = 100%. 67,000 tested, under 10 active; active means well fitted activation curve with a large enough effect, not every such curve was filed as active; inconclusive means small, poorly fitted or top-dose-only effect, or another doubt; inactive means no such curve, though single readings can be large or run the other way; further: potency means the concentration at half of the fitted maximal effect
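Proteasome block read as GFP accumulation: ubiquitin(G76V)-GFP U2OS cells exposed to compound (2.9 nM–46 uM) for 4 hr at 37 C. Normalization used untreated cells as 0% and 10 uM MG-132 as 100%; concentration-response curves fitted.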
ERK AVP block: vasopressin-driven ERK pathway inhibition; HEK293-V1b, vasopressin-stimulated pERK AlphaScreen; Potency, µM (series often up to 57.5 µM), for inactives: top-dose activity, negative = inhibition, most hits filed as inhibitors; actives 0.99% (n = 72,000); AID 995; further: potency means the concentration at half of the fitted maximal effect; on the % scale 0 is the no-effect control and ±100 the full control effect; nearly all actives have a fitted effect of over 55% in size
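qHTS, compounds titrated on V1b-expressing HEK293 cells. Preincubation 30 min at 37C, vasopressin 25 nM for 5 min, lysis 10 min, bead incubation 5 hr at room temperature.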
Tau filament bind: binders of human tau filaments; P10636; recombinant tau filaments, thioflavin S fluorescence, 15 h; filaments grown with octadecylsulfate alongside compound; Potency, µM (top dose mostly 57.1 µM), for inactives: at the top dose activity change, negative = inhibition; actives 2% (n = 71,000); AID 596;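 further: potency means the concentration at half of the fitted maximal effect; on the % scale 0 is the no-effect control and ±100 the full control effect; actives lower thioflavin S fluorescence by blocking filaments or displacing dye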
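Quantitative HTS: thioflavine S signal from ODS-induced tau filaments, excited at 450 nm, emission 510 nm. Conditions: 1 uM tau, 30 uM ODS, 15 h at 37 C, pH 7.4.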
HADH2 inh: inhibitors of human HADH2 dehydrogenase; actives 3.4% (n = 73,000); AID 886; recombinant HADH2, NADH fluorescence, beta-hydroxybutyryl-CoA; Potency, µM (highest dose often 57.1 µM), inactives show at the highest dose activity change, negative = inhibition, usual class: inhibitors; further: potency means the concentration at half of the fitted maximal effect; on the % scale 0 is the no-effect control and ±100 the full control effect; nearly all actives have a fitted effect of over 60% in size; many of its hits are not listed in these tables
Target sequence (Q99714 whole entry, looked up, one chain of several): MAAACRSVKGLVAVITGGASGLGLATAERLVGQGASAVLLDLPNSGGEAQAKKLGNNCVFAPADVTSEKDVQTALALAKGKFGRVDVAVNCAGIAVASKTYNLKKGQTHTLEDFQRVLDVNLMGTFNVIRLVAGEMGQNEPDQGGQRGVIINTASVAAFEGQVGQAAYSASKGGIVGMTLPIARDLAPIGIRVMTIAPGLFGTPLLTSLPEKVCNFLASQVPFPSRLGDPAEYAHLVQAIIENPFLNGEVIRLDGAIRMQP
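Read-out: 360 nm excitation, 450 nm emission, kinetic over 4 min. Conditions: His-tagged human HADH2 20 nM, pH 9.0 Tris with Tween-20, 1 mM NAD+, 90 uM beta-hydroxybutyryl-CoA.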
ALOX15 inhib: 15-hLO (ALOX15) enzyme inhibition | P16050 | purified 15hLO-1, xylenol orange hydroperoxide absorbance | Potency, µM (titrated, usually from 57.1 µM), without a hit: at the top dose activity change, negative = inhibition, hits mostly inhibitors | actives 1.4% (n = 74,000) | AID 887; further: potency means the concentration at half of the fitted maximal effect; on the % scale 0 is the no-effect control and ±100 the full control effect; nearly all actives have a fitted effect of over 55% in size
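Hydroperoxide formed from arachidonic acid (50 uM) by purified human 15hLO-1 (40 nM) oxidizes ferrous iron, and the ferric-xylenol orange complex is read at 573 versus 405 nm. Compounds were preincubated 15 min; reaction ran 6 min at room temperature.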
FLuc inh: inhibitors of firefly luciferase; P08659; purified firefly luciferase, luminescence, 8 min; Potency, µM (top dose mostly 57.1 µM), for the others: top-dose activity change, negative = inhibition, hits mostly inhibitors; actives 2.2% (n = 72,000); AID 411; further: potency means the concentration at half of the fitted maximal effect; on the % scale 0 is the no-effect control and ±100 the full control effect; nearly all actives have a fitted effect of over 40% in size
Target sequence (P08659 whole entry, looked up): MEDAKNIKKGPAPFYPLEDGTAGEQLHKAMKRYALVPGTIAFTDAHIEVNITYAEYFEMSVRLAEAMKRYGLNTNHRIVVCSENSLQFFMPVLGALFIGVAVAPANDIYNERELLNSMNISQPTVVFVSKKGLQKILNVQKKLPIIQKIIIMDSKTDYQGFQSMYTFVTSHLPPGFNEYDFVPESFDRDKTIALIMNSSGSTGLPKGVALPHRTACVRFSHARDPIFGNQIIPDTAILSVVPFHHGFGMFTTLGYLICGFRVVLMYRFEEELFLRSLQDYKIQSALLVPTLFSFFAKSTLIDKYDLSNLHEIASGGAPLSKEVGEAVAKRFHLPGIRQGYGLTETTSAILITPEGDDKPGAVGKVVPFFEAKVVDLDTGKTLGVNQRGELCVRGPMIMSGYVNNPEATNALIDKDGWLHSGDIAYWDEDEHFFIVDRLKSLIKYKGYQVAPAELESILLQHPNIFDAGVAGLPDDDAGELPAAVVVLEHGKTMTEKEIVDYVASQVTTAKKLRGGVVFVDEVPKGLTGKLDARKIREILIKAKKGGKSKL
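qHTS concentration-response profiling: light output of P. pyralis luciferase with luciferin and 10 uM ATP, imidazole buffer pH 7.2. Read by luminescence after 8-min room-temperature incubation.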
GFP derepression: derepresses silenced GFP locus in mouse C127i cells. mouse C127i GFP locus derepression, cytometry, 30 h. Potency, µM (doses to about 46.1 µM), inactives show at the highest dose GFP derepression (activation). actives 0.09% (n = 68,000). AID 597; further: % of control where 0% means no effect
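Murine C127i mammary cells carrying a silenced, stably integrated CMV-driven GFP reporter were treated with compound for 30 hours at 37 C. After PBS washes, GFP-positive cells were counted by laser-scanning microplate cytometry.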
HBB splicing: alters splicing of the hemoglobin beta chain. Potency, µM (doses to about 46.1 µM), without a hit: top-dose activation, usual class: activators. actives 0.06% (n = 65,000). HBB splicing reporter cell assay, activation; EGFP reporter with mutant IVS2-654 intron; response scale: normalised to 500 nM splice-correcting PNA; further: potency means the concentration at half of the fitted maximal effect; 0% is about no effect
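Compounds were applied for 2 days to HeLa EGFP-654 cells, 500/well in Optimem with 2% FCS. The reporter's EGFP is disrupted by mis-splicing of beta-globin intron IVS2-654. Readout: summed well GFP fluorescence from 488 nm laser scanning; reference was 500 nM antisense […] 654 PNA.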
CRE-bla Fsk: CRE-bla signaling modulation under forskolin stimulation | actives 2.5% (n = 71,000) | Potency, µM (doses to about 38.2 µM), without a hit: top-dose activity change, negative = inhibition, hits mostly activators | CHO CRE-bla reporter (cAMP response element driving beta-lactamase), forskolin EC10, beta-lactamase ratio | AID 662; active means well fitted activation curve with a large enough effect in the signal ratio, with a control signal flat, not every such curve was filed as active; inconclusive means small, poorly fitted or top-dose-only effect, or effect the other way, or a change in a side signal; the % refers to the signal ratio; further: potency means the concentration at half of the fitted maximal effect; % of control where 0% means no effect
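Modulation of forskolin signalling: compounds in titration series added with EC10 NKH 477 to CHO cells carrying a CRE-driven beta-lactamase reporter, 3 h, 37C. CCF4 FRET ratio (460/530 nm, ex 405 nm) gives %activity and AC50.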
An asterisk follows results filed as active; ? = inconclusive; · = not tested or not shown; & = joins results of further samples; ! = not active in a repeat; [ ] = another dose, or the depositor's remark. Unless noted, the call rests on the fitted dose curve; in most records, active means well fitted curve in the direction sought with a large enough effect; inconclusive means small, poorly fitted or top-dose-only effect, or another doubt; inactive means no such curve, though single readings can be large; an effect the other way counts as inactive or inconclusive.

structure	DNA Pol III inh	Hsp90 Hop PPI	UbGFP stabilizer	ERK AVP block	Tau filament bind	HADH2 inh	ALOX15 inhib	FLuc inh	GFP derepression	HBB splicing	CRE-bla Fsk
FC(Cl)(Cl)Cl	-1%	-2%	·	-2%	8%	-9%	-4%	·	·	-0.8%	-5%
O=C(O)[C@@H]1C[C@H]1[C@@H](NP(=O)(c1ccccc1)c1ccccc1)c1ccccc1	-2%	-8%	·	-1%	6%	4%	·	·	·	0.7%	3%
O=C1C2CCCN2C(c2cccnc2)N1c1ccc(Cl)cc1 (stereo not given)	-1%	-2%	4%	18%	-10%	-4%	12%	1%	-1%	0.4%	-4%
CCN(CC)CCN=Cc1c(O)n(C2CCCCCC2)c(=O)[nH]c1=O	4%	0%	·	3%	-4%	3%	14%	4%	-2%	1.4%[0.369 µM]	-16%
CC(=O)NNc1ccccc1	6%	-4%	·	21%	2%	5%	-11%	·	·	0.3%	-13%
CC(=NCCN1CCCCC1)c1c(O)n(Cc2ccccc2)c(=O)[nH]c1=O	-4%	-6%	·	0%	6%	-1%	-12%	4%	4%	3.8%[0.369 µM]	-23%
CCCCCCCCCOc1ccc2[nH]cc(CCN)c2c1	-10%	-19%	-4%	?	?	9%	-6%[25.6 µM]	-1%	-1%	·	?
O=C1NCN(c2ccccc2)C12CCNCC2	-3%	-12%	-3%	28%	18%	?	4%	3%	-3%	0.5%	-26%
CN1CCC2(CC1)CCN(C(=O)Oc1ccccc1)CC2	-4%	-4%	-7%	27%	-14%	0%	3%	-1%[11.4 µM]	5%[9.22 µM]	-0.6%	1%
O=C(c1sc2ccccc2c1Cl)N1CCC2(CC1)OCCO2	0%	-1%	-2%	-3%	-5%	2%	2%	0%	5%	2.3%	-11%
CCN1C[C@]2(C)CC[C@H](O)[C@@]34[C@@H]5CC6[C@@H](OC)C[C@@](O)([C@@H]5[C@@H]6O)[C@H](C[C@@H]23)[C@H]14	-9%[25.6 µM]	-2%[26 µM]	-4%[20.5 µM]	5%[25.7 µM]	2%[25.6 µM]	-6%[25.6 µM]	7%[25.6 µM]	0%[25.5 µM]	8%[20.6 µM]	2.1%[20.6 µM]	1%[17.1 µM]
C=C(C)[C@H]1Cc2c(ccc3c2O[C@H]2COc4cc(OC)c(OC)cc4[C@@H]2C3=O)O1	-5%	-25%	-1%	6%	-3%	13%	-15%	5%	-2%	-2.5%	13%
CC(=O)OCC1=C(C(=O)O)N2C(=O)[C@@H](N)[C@@H]2SC1	-2%[25.6 µM]	-2%[26 µM]	-8%[20.5 µM]	0%[25.7 µM]	-11%[25.6 µM]	?	5%[25.6 µM]	3%[25.5 µM]	2%[20.6 µM]	-0.4%[20.6 µM]	2%[17.1 µM]
COc1ccc2[nH]c3c(c2c1)CCNC3	2%	?	3%	-8%	-4%	-6%	25%	-6%	-2%	1.0%	-3%
C=Cn1ccnc1P(=S)(c1cc(N(CC)CC)ns1)c1nccn1C=C	0%	-2%	-1%	-5%	-7%	6%	23%	4%	0%	-0.3%[57.5 µM]	-2%
CC(C)NC(=O)N1CCCC2(CCN(C(=O)Oc3ccccc3)CC2)C1	10%	1%	11%	9%	-9%	2%	4%	-4%[11.4 µM]	-2%[9.22 µM]	3.1%	-6%
O=C(O)C1C(C(=O)O)C2(Cl)C(Cl)=C(Cl)C1(Cl)C2(Cl)Cl (stereo not given)	-6%	0%	·	11%	-6%	6%	-1%	·	·	0.8%	-9%
CCN1CCN(/C=N/c2nc(C)cs2)CC1	-12%	-4%	·	23%	5%	2%	?	-17%	5%	2.5%[0.369 µM]	4%
CC1CCC(C(=O)NC(C(=O)N2CCC3(CC2)OCCO3)C(C)C)CC1 (stereo not given)	-1%	0%	-7%	2%	4%	4%	5%	1%	0%	4.3%[1.84 µM]	?
CC(C)[N+](=O)[O-]	0%	-5%	·	8%	6%	0%	6%	·	·	1.8%	3%

Additional records follow:
structure	DNA Pol III inh	Hsp90 Hop PPI	UbGFP stabilizer	ERK AVP block	Tau filament bind	HADH2 inh	ALOX15 inhib	FLuc inh	GFP derepression	HBB splicing	CRE-bla Fsk
Cc1ccc(OCC(=O)NCCN2CCN(C(=O)COc3ccc(C)cc3)CC2)cc1	-7%	-1%	3%	12%	-5%	23%	7%	-1%	-2%	·	1%
NS(=O)(=O)c1ccc(-c2ccc([As](=O)(O)O)cc2)cc1	-9%[11.4 µM]	?	-2%[9.17 µM]	14%[11.5 µM]	-5%[11.4 µM]	25%[11.4 µM]	18%[11.4 µM]	2%[11.4 µM]	1%[9.22 µM]	4.9%[9.22 µM]	6%[7.6 µM]
COc1cc(OC)c(OC)cc1CNC(C)C(O)c1ccccc1 (stereo not given)	1%	-6%	5%	-20%	-13%	7%	3%	1%	3%	-1.9%[57.5 µM]	-11%
CS(=N)(=O)CC[C@H](N)P(=O)(O)O (stereo not given in full)	-1%[11.4 µM]	-4%[11 µM]	-1%[9.17 µM]	3%[11.5 µM]	-8%[11.4 µM]	-2%[11.4 µM]	-3%[11.4 µM]	1%[11.4 µM]	-2%[9.22 µM]	2.6%[9.22 µM]	-7%[7.6 µM]
BrC(Br)Br	9%	-6%	·	0%	-2%	-5%	3%	·	·	0.1%	2%
CCS(=O)(=O)N1CCN(C2CCC(C)CC2)CC1 (stereo not given)	-4%	-1%	-6%	8%	-7%	-12%	?	2%	6%	-0.2%[57.5 µM]	1%
COc1cc2c3cc1Oc1c(O)c(OC)cc4c1[C@@H](Cc1ccc(cc1)Oc1cc(ccc1O)C[C@H]3N(C)CC2)N(C)CC4	-8%[11.4 µM]	-2%[11 µM]	-3%[9.17 µM]	-4%[11.5 µM]	-2%[11.4 µM]	-9%[11.4 µM]	-18%[11.4 µM]	2%[11.4 µM]	-2%[9.22 µM]	0.8%[9.22 µM]	-6%[7.6 µM]
Cc1cc(C)c(N)cc1C	-6%	-3%	·	25%	-6%	3%	0%	·	·	0.2%	-8%
CC(C)CN1CC[C@@]2(CCCN(C(=O)c3ccncc3)C2)C1	-7%	-1%	4%	0%	-1%	2%	6%	1%[11.4 µM]	19%[9.22 µM]	1.1%	-3%
C[n+]1c(/C=C\c2ccc(O)c3ncccc23)[se]c2ccccc21	-8%[11.4 µM]	3.2µM*	-3%[9.17 µM]	-5%[11.5 µM]	?	?	9%[11.4 µM]	-1%[11.4 µM]	?	-0.6%[9.22 µM]	?
CC12CCCCC1N(O)CN2O (stereo not given)	-5%	3%	0%	-3%	1%	9%	-1%	0%	9%	-5.8%[57.5 µM]	?
C[C@@H]1CCC/C=C\[C@H]2C[C@H](O)C[C@@H]2[C@H](O)/C=C\C(=O)O1	-8%	2%	11%	·	15%	5%	·	2%[11.4 µM]	-5%[9.22 µM]	·	?
c1ccc2c(c1)[I+]c1ccccc1-2	-19%&-4%	-6%&-6%	-3%&15%	?	40µM*!	5%&-13%	3%[25.6 µM]	0%&1%	0%&3%	2.0%	?
O=C(Nc1cccc(F)c1)N1CC2(CCN(C(=O)Oc3ccccc3)CC2)C1	-2%	-2%	-13%	-10%	-8%	4%	-6%	0%[11.4 µM]	12%[9.22 µM]	2.6%	-16%
CC(C)NC[C@H](O)c1ccc(N)c(C#N)c1	-3%	-2%	-1%	?	?	4%	-15%[25.6 µM]	-1%	0%	·	?
C#CCN(C)[C@H](C)Cc1ccccc1	-6%	-5%	0%	8%	-5%	7%	-17%[25.6 µM]	-1%	3%	·	?
CCCCCCCCCCCCCCCC[n+]1ccccc1	-2%	-3%	·	·	3%	-22%	-19%&-19%	·	·	-1.3%	7%
O=C(c1ccncc1)N1CCC2(CC1)CN(Cc1ccccc1)C2	0%	-1%	-9%	0%	-3%	12%	10%	1%[11.4 µM]	5%[9.22 µM]	-2.8%	-9%

Some of the compounds tested; count on the stated rates, not on these rows.
